USP1 inh: Inhibitors of USP1/UAF1: Primary Screen; Potency, µM (top dose mostly 57.1 µM), for inactives: at the top dose activity change, negative = inhibition, usual class: inhibitors; AID 743255, 2014; recombinant USP1/UAF1, Ub-Rhodamine cleavage fluorescence; Ubiquitin carboxyl-terminal hydrolase 1 (Homo sapiens), O94782; hit rate 0.23% among 390,000; further: on the % scale 0 is the no-effect control and ±100 the full control effect; nearly all actives have a fitted effect of over 60% in size; inactives centre near -12
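USP1/UAF1 complex (1 nM) preincubated 15 min at room temperature with compound, then Ub-Rho substrate (150 nM final) added. Kinetic fluorescence at 480/540 nm over 6 reads at 60 s intervals; 50 mM HEPES pH 7.8, 0.5 mM EDTA, 0.1 mg/ml BSA, 1 mM TCEP, 0.01% Tween-20.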
TrxR1 substrate: qHTS Assay for Substrates of Mammalian Selenoprotein Thioredoxin Reductase 1 (TrxR1): qHTS. Potency, µM (highest dose often 114 µM), inactives show top-dose activity change, negative = substrate turnover. purified TrxR1 substrate turnover, NADPH consumption readout. Thioredoxin reductase 1, cytoplasmic (Rattus norvegicus), O89049. hit rate 0.01% among 390,000. AID 588456, 2011; further: on the % scale 0 is the no-effect control and ±100 the full control effect; nearly all actives have a fitted effect of over 50% in size
Target sequence (O89049 whole entry, looked up): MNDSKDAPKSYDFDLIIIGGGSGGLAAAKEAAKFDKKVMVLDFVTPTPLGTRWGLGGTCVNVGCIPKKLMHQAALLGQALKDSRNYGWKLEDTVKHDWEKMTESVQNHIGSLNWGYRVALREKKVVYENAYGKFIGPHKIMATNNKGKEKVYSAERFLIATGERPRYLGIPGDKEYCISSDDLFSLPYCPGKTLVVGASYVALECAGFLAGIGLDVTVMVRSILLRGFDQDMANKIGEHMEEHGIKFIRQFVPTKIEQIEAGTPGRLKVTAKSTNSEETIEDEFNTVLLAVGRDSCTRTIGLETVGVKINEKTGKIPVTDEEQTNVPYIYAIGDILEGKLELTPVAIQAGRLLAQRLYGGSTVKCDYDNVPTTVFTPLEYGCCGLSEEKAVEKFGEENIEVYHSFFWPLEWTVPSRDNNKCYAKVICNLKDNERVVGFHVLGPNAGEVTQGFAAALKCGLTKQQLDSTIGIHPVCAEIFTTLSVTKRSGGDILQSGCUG
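Rat TrxR1, dispensed at 90 nM, was prereduced with 400 uM NADPH (final) for 5 min at ~22 deg C, then incubated with compound 15 min before 400 uM selenite. A first-read NADPH fluorescence drop versus no-compound background flagged substrates.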
RXFP1 ag: qHTS Assay for Agonists of the Relaxin Receptor RXFP1. Relaxin receptor 1 (Homo sapiens), Q9HBX9. HEK293T-RXFP1 cAMP TR-FRET, 30 min; response scale: percent of porcine relaxin response, buffer zero. Potency, µM (titrated, usually from 57.5 µM), inactives show top-dose activation, usual class: activators. hit rate 0.3% among 370,000; further: on the % scale 0 is the no-effect control and ±100 the full control effect; nearly all actives have a fitted effect of over 60% in size; many of its hits are not listed in these tables
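Agonist response is measured as cAMP accumulation in an RXFP1-transfected HEK293T line under PDE4 inhibition. Values are scaled between buffer-only and 29 nM porcine relaxin, and EC50s come from standard Hill equation fits.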
ALOX12 inh: Primary qHTS assay for inhibitors of human arachidonate 12S-lipoxygenase (ALOX12): Round 2 | Polyunsaturated fatty acid lipoxygenase ALOX12 (Homo sapiens), P18054 | Potency, µM (highest dose often 108 µM), for the others: at the highest dose activity change, negative = inhibition, usual class: inhibitors | purified 12hLO, xylenol orange hydroperoxide absorbance | hit rate 1.1% among 580,000; further: on the % scale 0 is the no-effect control and ±100 the full control effect
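Purified human 12hLO at 150 nM in 25 mM Hepes, 0.01% Triton X-100, pH 7.0, preincubated 15 min at room temperature with compound. Reaction started with 40 uM arachidonic acid, 30 min at room temperature. Hydroperoxide measured by Fe-xylenol orange, 573/405 nm absorbance ratio.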
IDH1 R132H inh: qHTS for Inhibitors of mutant isocitrate dehydrogenase 1 (IDH1): qHTS; hit rate 0.093% among 390,000; Isocitrate dehydrogenase [NADP] cytoplasmic (Homo sapiens), O75874; Potency, µM (series often up to 76.6 µM), for the others: at the highest dose activity change, negative = inhibition, actives largely listed as inhibitors; IDH1-R132H enzyme, NADPH consumption, diaphorase/resazurin fluorescence; further: on the % scale 0 is the no-effect control and ±100 the full control effect; nearly all actives have a fitted effect of over 65% in size
Target sequence (O75874 whole entry R132H, stated change not applied): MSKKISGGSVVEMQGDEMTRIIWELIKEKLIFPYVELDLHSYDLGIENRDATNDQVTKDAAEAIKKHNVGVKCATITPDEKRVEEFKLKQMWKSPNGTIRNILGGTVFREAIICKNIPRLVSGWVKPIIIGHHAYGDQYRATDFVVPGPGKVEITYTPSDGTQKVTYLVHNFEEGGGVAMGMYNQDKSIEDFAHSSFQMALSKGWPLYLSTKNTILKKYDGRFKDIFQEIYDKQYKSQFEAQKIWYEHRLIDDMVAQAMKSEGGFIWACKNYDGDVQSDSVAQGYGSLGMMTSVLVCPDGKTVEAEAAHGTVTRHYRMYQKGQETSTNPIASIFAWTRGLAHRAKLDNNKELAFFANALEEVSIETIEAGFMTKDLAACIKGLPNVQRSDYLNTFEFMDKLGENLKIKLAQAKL
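IDH1-R132H (0.5 ug/mL dispensed) in pH 7.5 Tris buffer was preincubated 30 min with compound, then given a substrate mix of 0.016 mM NADPH and 2 mM alpha-KG for 80 min at room temperature; remaining NADPH was read by diaphorase/resazurin fluorescence.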
Vif-APOBEC3F blk: qHTS for Inhibitors of Vif-A3F Interactions: qHTS. HeLa A3F-eYFP + Vif (tagged APOBEC3F with the HIV-1 protein that degrades it), YFP fluorescence increase. Potency, µM (highest dose often 46.1 µM), without a hit: top-dose activity, negative = active. hit rate 0.2% among 390,000; further: % of control where 0% means no effect; nearly all actives have a fitted effect of over 65% in size
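Fluorescence increase (Ex 488/Em 500-530) after overnight compound treatment at 37 deg C flags inhibition of Vif-driven A3F-eYFP loss in stable HeLa A3F-eYFP/Vif cells seeded overnight beforehand.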
rTrxR1 inhibitor: qHTS Assay for Inhibitors of Mammalian Selenoprotein Thioredoxin Reductase 1 (TrxR1): qHTS; Thioredoxin reductase 1, cytoplasmic (Rattus norvegicus), O89049; recombinant rTrxR1, NADPH fluorescence consumption, selenite substrate; Potency, µM (doses to about 114 µM), without a hit: at the top dose activity change, negative = inhibition, most hits filed as inhibitors; hit rate 1% among 390,000; further: on the % scale 0 is the no-effect control and ±100 the full control effect; nearly all actives have a fitted effect of over 65% in size
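Rat TrxR1 (90 nM in the dispensed reagent) was pre-reduced with 400 uM NADPH for 5 min at room temperature, then incubated with compound for 15 min. After 400 uM selenite was added, NADPH fluorescence (Ex 340/Em 450 nm) was followed for 8 min.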
RGS4 inhibitor: Inhibitors of Regulator of G Protein Signaling (RGS) 4: qHTS | Transcreener GDP fluorescence polarization, RGS4-accelerated GTP hydrolysis | Potency, µM (titrated, usually from 114 µM), for the others: top-dose activity change, negative = inhibition, most hits filed as inhibitors | hit rate 0.039% among 390,000 | AID 504845, 2011; further: on the % scale 0 is the no-effect control and ±100 the full control effect; nearly all actives have a fitted effect of over 75% in size; some results filed as inactive show a strong effect at the top dose
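MLSMR compounds (23 nl, pin-transferred) preincubated 10 min at room temperature with a 500nM (2x) first reagent, then RGS4 at 900nM (2x) plus Transcreener GDP mix added; fluorescence polarization (620/688 nm) read before and after 90 min at 30 °C.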
Vif-A3G inh: qHTS for Inhibitors of Vif-A3G Interactions: qHTS; DNA dC->dU-editing enzyme APOBEC-3G (Homo sapiens), Q9HC16; HeLa A3G-eYFP + Vif (tagged APOBEC3G with the HIV-1 protein that degrades it), YFP fluorescence, overnight; Potency, µM (titrated, usually from 46.1 µM), for inactives: top-dose activity, negative = active, actives largely listed as inhibitors; hit rate 0.076% among 410,000; AID 602310, 2012;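 further: on the % scale 0 is the no-effect control and ±100 the full control effect; nearly all actives have a fitted effect of over 60% in size; hits raise eYFP signal because A3G escapes Vif-driven loss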
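HeLa cells stably expressing Vif and C-terminally eYFP-tagged A3G, seeded overnight at 37 deg C, then exposed to compound by pintool overnight at 37 deg C. Rise in yellow fluorescence (Ex 488/Em 500-530, Acumen) marks blocked Vif-driven A3G degradation.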
Active calls of the source: *; ? = inconclusive; · = not tested or not shown; [ ] = remark or other dose. The call rests on the fitted dose curve; in most records, active means well fitted curve in the direction sought with a large enough effect; inconclusive means small, poorly fitted or top-dose-only effect, or another doubt; inactive means no such curve, though single readings can be large; an effect the other way counts as inactive or inconclusive. Potency means the concentration at half of the fitted maximal effect. A portion of the library; the hit share may differ from the screen's.

Compound	USP1 inh	TrxR1 substrate	RXFP1 ag	ALOX12 inh	IDH1 R132H inh	Vif-APOBEC3F blk	rTrxR1 inhibitor	RGS4 inhibitor	Vif-A3G inh
Cc1ccc(-c2nc3scc(CCNS(=O)(=O)c4c(C)noc4C)n3n2)cc1	-19%	-4%[57.1 µM]	-2.9%	?	-14%	1%	14%[57.1 µM]	-13%	4%
Cc1ccc(C(=O)N2CCN(C(=O)c3ccco3)CC2)cc1NC(=O)c1ccco1	-18%	-3%	-1.5%	3%	9%	-2%	11%	9%	-1%
CCOC(=O)Cn1c(=O)n(CC2CCCO2)c2nc(-c3cccc(C)c3)nc(C(N)=O)c21 (stereo not given)	-29%	15%[57.1 µM]	3.3%	-15%	-4%	0%	18%[57.1 µM]	3%	-3%
O=C(NCC1CCN(Cc2cccc(Cl)c2)CC1)Nc1cc(Cl)ccc1Cl	-2%	-7%	-0.7%	-2%	0%	1%	-4%	2%	-17%
Cc1nc(/N=C\N(C)C)sc1C(=O)Nc1ccccc1	-7%	-10%	-2.3%	0%	8%	3%	-9%	-8%	1%
CCOC(=O)NC(NCc1ccccc1)(C(F)(F)F)C(F)(F)F	-6%	0%	0.7%	-4%	5%	-1%	4%	-7%	1%
COc1ccc(-c2cccc(NC(=O)COc3ccc(Cl)cc3)c2)nn1	-11%	-4%	-1.7%	·	-4%	0%	15%	6%	0%
COc1ccc(Oc2nc(C)nc3c2oc2ccccc23)cc1	-21%	-3%[57.1 µM]	0.9%	?	-4%	1%	13%[57.1 µM]	9%	1%
CC(C)(C)CN1C(N)=NC[C@H]1Cc1ccc(O)cc1	-19%	1%	1.1%	-1%	13%	0%	21%	5%	-2%
C#CCN(C[C@@H]1[C@@H](OC(=O)NCc2ccco2)[C@@H](OC(=O)NCc2ccco2)Cn2c(=O)n(CCCCCC)c(=O)n21)S(=O)(=O)c1ccc(C)cc1	-8%	·	·	?	4%	-5%	·	·	5%
COc1ccc2nc(C)cc(SCC(=O)N/N=C/c3ccco3)c2c1	-15%	-8%[57.1 µM]	3.4%	10%	8%	-4%	32%[57.1 µM]	-18%	-7%
CCOc1ccccc1CN1CCNC(=O)C1CC(=O)N(C)Cc1cnccn1 (stereo not given)	-10%	8%[57.1 µM]	0.2%	0%	4%	10%	7%[57.1 µM]	-2%	1%
Cc1cccc(NC(=O)CSc2nncn2C)c1	-22%	-2%	-3.0%	-26%	2%	-7%	12%	16%	0%
Cc1ccc(NC(=O)[C@H](Cc2ccccc2)N2Cc3ccccc3C2=O)cc1F	-27%	2%	0.5%	?	-2%	4%	31%	-4%	-1%
COc1ccc(CNC(=O)c2c[nH]c3ccccc3c2=O)cc1	-1%	1%[57.1 µM]	2.2%	-3%	2%	-12%	4%[57.1 µM]	6%	-3%
O=C(c1ccc2c(=O)n3c(nc2c1)CCCCC3)N1CCN(c2ccccc2F)CC1	-7%	14%[57.1 µM]	3.0%	-4%	15%	2%	41%[activator][57.1 µM]	-2%	1%
COc1ccc(NC(=O)c2c(N)no[n+]2[O-])c(OC)c1	-15%	6%[57.1 µM]	-3.7%	0%	9%	10%	11%[57.1 µM]	-19%	0%
CCOC(=O)C(C)Oc1ccc2c(-c3cccc([N+](=O)[O-])c3)cc(=O)oc2c1 (stereo not given)	-15%	-23%[57.1 µM]	0.0%	-10%	4%	2%	7%[57.1 µM]	-5%	2%
Cc1ccc(C(=O)CSc2nnc3ccc4ccccc4n23)cc1	-4%	1%	2.5%	-24%	5%	4%	15%	-1%	-2%
Cc1csc(NC(=O)CSc2nnc(-c3ccoc3C)n2CCc2ccccc2)n1	-16%	0%[57.1 µM]	0.9%	-36%	1%	0%	0%[57.1 µM]	1%	5%
CN1CCN(C(c2ccc(Cl)cc2Cl)c2sc3nc(-c4ccco4)nn3c2O)CC1 (stereo not given)	-28%	1%[57.1 µM]	1.2%	-25%	1%	2%	12%[57.1 µM]	6%	1%
CCOc1ccc(N2CC(C(=O)N3CC(C)OC(C)C3)CC2=O)cc1 (stereo not given)	-6%	-7%	-3.0%	?	3%	7%	2%	-3%	1%
CC(NC(=O)Cc1ccc(NS(=O)(=O)c2cccc(C(F)(F)F)c2)cc1)c1ccccn1 (stereo not given)	0%	-6%	2.1%	-16%	-4%	-3%	2%[57.1 µM]	11%	0%
CCOC(=O)C1CCN(C(=S)Nc2ccc(Cl)cc2C)CC1	-26%	5%	0.3%	0%	11%	8%	7%	-3%	-1%
CS(=O)(=O)N(CC(=O)NCCSCc1ccccc1)c1cc(C(F)(F)F)ccc1Cl	-14%	4%	2.8%	-10%	11%	4%	22%	-6%	3%
O=C(COC(=O)Cc1ccccc1F)Nc1cccc(S(=O)(=O)NC2=NCCCCC2)c1	-15%	6%[57.1 µM]	2.0%	1%	3%	-1%	7%[57.1 µM]	-14%	1%
CCOC(=O)c1ccc(NC(=O)c2nc[nH]c2C(=O)N[C@@H](Cc2ccccc2)C(=O)OC(C)(C)C)cc1	-27%	-3%	2.7%	2%	5%	?	25%	-14%	-21%
CC(=O)NC(Cc1c[nH]c2ccccc12)C(=O)NCc1ccc2c(c1)OCO2 (stereo not given)	4%	-2%	-0.2%	-2%	1%	-18%	17%[57.1 µM]	13%	0%
O=c1c(/C=N/N2CCOCC2)c(C(F)(F)F)[nH]n1-c1ccccc1	-10%	-7%	1.2%	?	-3%	-4%	10%	-19%	0%
c1ccc(Cc2noc(CN3CCCN(C4Cc5ccccc5C4)CC3)n2)cc1	-25%	2%	0.4%	22%	-3%	8%	-21%	13%	-3%
COc1ccc(NC(=S)N(Cc2ccccn2)Cc2ccccc2Cl)cc1	-25%	2%[57.1 µM]	0.0%	14%	-6%	6%	3%[57.1 µM]	7%	0%
COc1ccc(C(=O)Nc2ccc(C(=O)c3ccccc3)cc2)cc1	-18%	13%[57.1 µM]	·	-3%	25%	0%	30%[57.1 µM]	13%	4%
O=C(CS(=O)(=O)c1ccccc1)Nc1ccc(N2CCOCC2)cc1	-10%	-1%[57.1 µM]	0.2%	34%[activator]	3%	13%	23%[57.1 µM]	-19%	-3%
O=[N+]([O-])c1cccc(CN2CCCCCC2)c1	-12%	1%	0.0%	2%	10%	-9%	19%	-2%	-8%
O=C1C(c2ccc(C(F)(F)F)cc2)=C(Nc2ccc(Cl)cc2)c2ccccc21	?	1%	-0.8%	4%	8%	-8%	5%	-19%	6%
CSc1nnc(C)c(/C=C/NOCc2cccc(F)c2)n1	-10%	-1%	0.4%	?	-3%	-2%	-2%	-10%	1%
FC(F)(F)C1=Nc2cccc3cccc(c23)N1	?	-4%	-0.2%	?	11%	0%	40µM*	?	1%
CCOC(=O)c1c(-c2ccc(C)cc2)csc1NC(=O)c1cc(=O)c2cc(Cl)ccc2o1	1%	7%	1.2%	-6%	18%	-2%	13%	-8%	4%
Cc1cc(-c2nc3cc(F)ccc3s2)ccc1N	-11%	71%[activator][11.4 µM]	·	-16%	2%	7%	205%[57.1 µM]	1%	-18%
CCC(C(=O)N1CCN(c2ccccc2)CC1)n1nc(C)c2sc3ccccc3c2c1=O (stereo not given)	-13%	10%	-1.6%	-21%	-4%	4%	20%	19%	0%
CCN(CC)Cc1cc(C(C)(C)C)cc(N2CCOCC2)c1O	-26%	-6%[57.1 µM]	·	?	-7%	3%	-8%	0%	1%

rTrxR1 inhibitor: hit marks shown above
Structure | USP1 inh | TrxR1 substrate | RXFP1 ag | ALOX12 inh | IDH1 R132H inh | rTrxR1 inhibitor | RGS4 inhibitor
FC(F)(F)C1=Nc2cccc3cccc(c23)N1 | ? | -4% | -0.2% | ? | 11% | 40µM* | ?
